D1 antag – Antagonist of Human D 1 Dopamine Receptor: qHTS; D(1A) dopamine receptor (Homo sapiens), P21728; HEK293 TREx D1 cells, calcium flux, dopamine EC80; hits give low values; activity change, negative = inhibition, % at 10 µM; 3.2% of 360,000 active; in the data active = activity change below about -30%; also: % is scaled to controls: 0 for no effect and ±100 for the full control effect
Target sequence (P21728 whole entry, looked up): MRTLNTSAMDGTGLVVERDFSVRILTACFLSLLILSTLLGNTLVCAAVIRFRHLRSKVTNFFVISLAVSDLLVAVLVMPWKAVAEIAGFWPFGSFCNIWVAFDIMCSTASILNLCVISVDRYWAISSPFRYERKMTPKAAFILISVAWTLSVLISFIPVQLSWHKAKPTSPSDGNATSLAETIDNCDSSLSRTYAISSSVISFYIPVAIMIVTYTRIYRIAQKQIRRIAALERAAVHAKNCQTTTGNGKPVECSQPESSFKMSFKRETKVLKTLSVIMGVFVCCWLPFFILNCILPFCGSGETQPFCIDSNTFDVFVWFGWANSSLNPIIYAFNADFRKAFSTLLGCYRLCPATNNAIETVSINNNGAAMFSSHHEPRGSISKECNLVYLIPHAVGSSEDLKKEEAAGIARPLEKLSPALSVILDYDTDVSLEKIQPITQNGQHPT
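HEK293 T-REx cells expressing inducible, force-coupled D1 receptor; no-wash Ca dye, 30–90 min RT. Cmpd → 180 s read at 1 Hz → EC80 DA → 180 s read.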
TRHR ag – qHTS for Small Molecule Agonists and Allosteric Enhancers of Human TRH Receptor: Primary Screen for Agonists; TRHR cells, calcium flux fluo-8, FDSS agonist mode; activation, % at 2 µM; 0.18% of 360,000 active; Thyrotropin-releasing hormone receptor (Homo sapiens), P34981; in the data active = activation above about 30%; also: 0% is about no effect
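In this calcium-flux screen, cells bearing human TRHR are dye-loaded with fluo-8, baselined for 10 cycles, then exposed to library compounds; positive kinetic calcium responses during the agonist phase mark hits, with TRH as control.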
TRHR enhancer – qHTS for Small Molecule Agonists and Allosteric Enhancers of Human TRH Receptor: Primary Screen for Enhancers; Thyrotropin-releasing hormone receptor (Homo sapiens), P34981; enhancement, % at 2 µM; TRHR cells, fluo-8 calcium fluorescence, EC20 TRH enhancement; 0.66% of 360,000 active; in the data active = enhancement above about 30%; also: 0% is about no effect
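Enhancer read-out: after compound pinning and an initial kinetic agonist-mode read, an EC20 of TRH (10 nM final) was injected and fluo-8 calcium signal (Ex 480/Em 530) followed at 1 s/cycle for 100 cycles in TRHR-expressing cells.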
D2 potentiator – HTS Assay for Positive Allosteric Modulators of the Human D2 Dopamine Receptor: Primary Screen for Potentiators. HEK293 T-REx D2, calcium flux, EC20 dopamine potentiation. potentiation, % at 10 µM. 0.34% of 340,000 active. AID 485347, 2010;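 active = potentiation over 3 SD above the plate norm, cut at about 30% in these data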; also: 0% is about no effect
Target sequence (P14416 whole entry, looked up): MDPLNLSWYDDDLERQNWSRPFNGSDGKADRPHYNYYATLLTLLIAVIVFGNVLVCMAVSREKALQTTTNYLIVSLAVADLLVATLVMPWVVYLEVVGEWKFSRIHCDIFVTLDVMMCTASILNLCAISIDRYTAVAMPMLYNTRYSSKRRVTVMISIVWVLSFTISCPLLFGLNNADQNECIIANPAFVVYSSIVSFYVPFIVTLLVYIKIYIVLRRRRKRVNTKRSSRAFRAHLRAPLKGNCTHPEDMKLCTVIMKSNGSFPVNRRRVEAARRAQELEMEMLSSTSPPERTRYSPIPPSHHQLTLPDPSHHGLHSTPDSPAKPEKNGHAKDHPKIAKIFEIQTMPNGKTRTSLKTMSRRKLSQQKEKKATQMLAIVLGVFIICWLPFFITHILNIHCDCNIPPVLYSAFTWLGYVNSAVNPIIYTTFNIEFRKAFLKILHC
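Potentiation of an EC20 dopamine calcium response measured kinetically over 180 s, after a preceding 180 s compound-only read flagging agonists. Cells: inducible Hek293 Trex D2 line, 4000/well, cultured overnight at 30 C before dye loading.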
RXFP1 antagonist – qHTS Assay for Antagonists of the Relaxin Receptor RXFP1 | Relaxin receptor 1 (Homo sapiens), Q9HBX9 | HEK293-RXFP1, relaxin-stimulated cAMP HTRF, 30 min; hits give low values | activity change, negative = inhibition, % at 57.5 µM | 0.59% of 350,000 active | AID 1259400, 2018;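 active = activity change of -60% or lower, but not beyond a set lower limit; inconclusive = change between -60% and -40%, or beyond the set limit; inactive = change above -40%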; also: % is scaled to controls: 0 for no effect and ±100 for the full control effect
D1 ag – Allosteric Agonists of the Human D1 Dopamine Receptor: qHTS. D(1A) dopamine receptor (Homo sapiens), P21728. HEK293 T-REx D1 cells, calcium flux, agonist mode. activation, % at 2 µM. 1% of 360,000 active. AID 504660, 2011; in the data active = activation above about 30%; also: 0% is about no effect
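Inducible HEK293 T-REx D1 cells, force-coupled to calcium signalling, were plated at 4000 cells/well with tetracycline and held overnight at 30 C. After no-wash calcium dye loading, compound-evoked calcium rise over 180 s flagged agonists.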
Anesthetic bind – qHTS Assay for Identification of Novel General Anesthetics; Ferritin light chain (Equus caballus), P02791; apoferritin/1-aminoanthracene competitive binding, fluorescence; Potency, µM (highest dose often 77.5 µM), without a hit: at the highest dose activity change, negative = displacement, actives largely listed as inhibitors; 0.074% of 350,000 active; also: potency is read from the fitted curve at half-maximal effect; % is scaled to controls: 0 for no effect and ±100 for the full control effect; nearly all actives have a fitted effect of over 20% in size
Target sequence (P02791 2-175 limits assumed): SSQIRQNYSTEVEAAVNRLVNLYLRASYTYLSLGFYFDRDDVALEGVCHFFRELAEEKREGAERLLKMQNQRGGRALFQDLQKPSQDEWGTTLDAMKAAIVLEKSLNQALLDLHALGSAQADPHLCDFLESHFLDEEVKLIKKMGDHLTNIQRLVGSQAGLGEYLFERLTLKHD
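Horse-spleen apoferritin (10 uM) was mixed with 50% saturated 1-aminoanthracene in PBS, exposed to compounds for 10 min at room temperature, and read for fluorescence (ex 380 nm, em 535 nm). Competitive displacement was fitted with a four-parameter Hill equation.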
RXFP1 ag – qHTS Assay for Agonists of the Relaxin Receptor RXFP1. HEK293T-RXFP1 cAMP TR-FRET, 30 min; response scale: percent of porcine relaxin response, buffer zero. Relaxin receptor 1 (Homo sapiens), Q9HBX9. 0.3% of 370,000 active. Potency, µM (doses to about 57.5 µM), inactives show at the highest dose activation, hits mostly activators; also: potency is read from the fitted curve at half-maximal effect; % is scaled to controls: 0 for no effect and ±100 for the full control effect; nearly all actives have a fitted effect of over 60% in size; many of its hits are not listed in these tables
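HEK293 cells stably expressing RXFP1, treated 30 min at 37C with compounds plus PDE4 inhibitor Ro 20174; cAMP measured by HTRF TR-FRET. Normalized to buffer and 29 nM porcine relaxin; EC50 by Hill fit.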
D1 potentiator – Potentiators of Human D1 Dopamine Receptor: qHTS | HEK293 TREx D1 cells, calcium flux, dopamine EC20 potentiation | 0.036% of 360,000 active | potentiation, % at 10 µM; in the data active = potentiation above about 30%; also: 0% is about no effect
* marks the source's active call; other numbers are inactive results; u = inconclusive; x = no result given; & = joins results of further samples; [ ] = dose if it differs, or a comment. Unless noted, calls follow the shape of the dose curve; as a rule, active = well fitted curve in the direction sought with a large enough effect; inconclusive = small, poorly fitted or top-dose-only effect, or another doubt; inactive = no such curve, though single readings can be large; an effect the other way counts as inactive or inconclusive. Some of the compounds tested (hit frequency here may not be typical).

SMILES | D1 antag | TRHR ag | TRHR enhancer | D2 potentiator | RXFP1 antagonist | D1 ag | Anesthetic bind | RXFP1 ag | D1 potentiator
Cc1ccc(C2=NN(C(=O)CN3C(=O)c4ccccc4S3(=O)=O)C(c3ccco3)C2)cc1 (configuration not stated) | -76* | 0.2 | -5 | 18 | -23 | 1 | -12% | 4.0% | -6
CC(C)(C)NC(=O)C(Cc1ccccc1)NS(=O)(=O)c1ccc2c(c1)CCC(=O)N2 (configuration not stated) | -2 | -0.3 | -10 | -5 | 8 | 0 | -23% | -0.1% | -6
CCc1sc(C(=O)Nc2cc(S(=O)(=O)N3CCOCC3)ccc2OC)cc1C | -1 | 0.7 | -7 | -9 | 6 | 3 | x | 4.6% | x
COc1cc2c(cc1OC)C1=C(C#N)COCN1CC2 | 7 | 0.6 | 5 | 9 | 1 | 5 | 36%[activator] | 3.4% | -5
Cc1ccc(-c2nnn(CC(=O)N(CC3CCCO3)C(C(=O)NC3CCCC3)c3ccc(O)cc3)n2)o1 (configuration not stated) | -5 | -0.7 | 1 | -5 | -10 | 0 | -22% | -0.5% | -3
COc1ccc(NC(=O)c2ccco2)cc1NC(=O)c1ccccc1F | 1 | -1.5 | 0 | x | -22 | -2 | 42%[activator] | -0.7% | -3
COc1ccc(C(=O)NCCNC(=O)c2ccc(C)nc2)cc1 | 9 | 0.0 | 7 | x | -2 | -1 | -3% | 2.3% | 0
C=CCN1C(=O)CSc2ccc(C(=O)NC(C)c3ccccc3)cc21 (configuration not stated) | -17 | 0.0 | 0 | 6 | 1 | 0 | -14% | -3.3% | -1
COc1ccc(CCNc2nc(C)nc3c2nnn3Cc2ccccc2)cc1 | -57* | 0.2 | -6 | x | 0 | 0 | -10% | 2.8% | -3
CC12CCC(c3c1nc1ccccc1[n+]3[O-])C2(C)C (configuration not stated) | -3 | 0.1 | -2 | -5 | -1 | 11 | -5% | 0.3% | -7
Cc1ccc(-n2nnnc2SCC(=O)N2CCc3ccccc3C2)c(C)c1 | 0 | -0.4 | 7 | x | -10 | 0 | 5% | 0.3% | -3
COC(=O)c1sccc1NC(=S)N(C)C1CCCCC1 | 6 | 5.1 | 1 | 14 | -40 | 0 | 5% | 1.0% | -7
Cc1ccc([N+](=O)[O-])c(C)[n+]1C | 6 | 0.0 | 6 | 9 | 13 | 4 | -10% | -0.6% | -2
CC(C)c1ccc(NC(=O)C(NS(=O)(=O)c2ccc3c(c2)CCC(=O)N3)c2ccccc2)cc1 (configuration not stated) | -13 | 0.3 | -1 | -4 | x | 8 | -20% | 2.0% | -3
COc1ccc(C(=O)N2CCC(NC(=O)C(Cc3ccccc3OC)NC(C)=O)CC2)cc1 (configuration not stated) | -19 | 0.1 | -2 | -2 | 5 | 0 | -1% | 0.4% | -7
COc1cccc(NC(=O)c2ccccc2OCc2c(C)noc2C)c1 | 8 | -0.4 | -8 | -1 | -5 | 2 | x | 1.4% | -5
COc1ccc(-c2cc(C(=O)Nc3ccc(OC)cc3OC)no2)cc1 | -9 | 0.9 | -1 | -1 | 3 | 4 | 3% | 0.0% | 0
CN(NC(=O)c1ccccc1)c1nc2ccccc2nc1C(F)(F)F | -10 | 0.2 | 2 | 3 | -7 | 1 | 0% | 1.8% | -4
CN1C(=O)/C(=C/c2ccc(OCc3cccc(F)c3)cc2)NC1=S | -22 | 0.3 | -1 | 0 | -4 | -2 | -3% | -0.5% | -5
COc1ccccc1N1CCN(C(=O)Nc2cccc(C)c2)CC1 | -2 | 0.1 | -2 | -6 | -2 | 5 | -11% | -0.4% | -1
COc1ccc(OC)c(C2C(C(=O)Nc3ccc(F)cc3)=C(C)Nc3nc(CCCO)nn32)c1 (configuration not stated) | 10 | -0.1 | 0 | 4 | x | 2 | -7% | 3.1% | 2
CCC1=C(OC(=O)c2ccccc2)C(C)(C)C(c2ccccc2)OC1=O (configuration not stated) | -3 | 0.0 | -4 | -5 | -17 | 3 | -7% | 0.9% | -2
CCOC(=O)c1cc(OC(=O)c2ccccc2)n(-c2ccccc2)n1 | -12 | 0.0 | -6 | -7 | 18 | 3 | -1% | -1.9% | -3
O=C(Cc1cccs1)N/N=C/c1ccccn1 | 2 | 0.5 | -3 | 0 | -17 | 2 | -9% | 2.5% | -4
CCOC(=O)CCCCC(=O)c1[nH]c(=O)[nH]c1Cn1ccnc1 | 8 | -0.7 | 2 | -3 | -2 | 2 | -8% | 0.6% | 0

Record cards, from the list above.
COc1ccc(CCNc2nc(C)nc3c2nnn3Cc2ccccc2)cc1 is entered as D1 antag = -57*; TRHR ag = 0.2; TRHR enhancer = -6; D2 potentiator = x; RXFP1 antagonist = 0; D1 ag = 0; Anesthetic bind = -10%; RXFP1 ag = 2.8%; D1 potentiator = -3
CCC1=C(OC(=O)c2ccccc2)C(C)(C)C(c2ccccc2)OC1=O (configuration not stated) is entered as D1 antag = -3; TRHR ag = 0.0; TRHR enhancer = -4; D2 potentiator = -5; RXFP1 antagonist = -17; D1 ag = 3; Anesthetic bind = -7%; RXFP1 ag = 0.9%; D1 potentiator = -2

The results go on:
SMILES | D1 antag | TRHR ag | TRHR enhancer | D2 potentiator | RXFP1 antagonist | D1 ag | Anesthetic bind | RXFP1 ag | D1 potentiator
CN1CCC(N(C)CC(=O)Nc2ccc3c(c2)OC(F)(F)O3)CC1 | -18 | 1.9 | 4 | -12 | 11 | 5 | 4% | -1.5% | -8
COc1ccc(NC(=S)NCCc2ccc(S(N)(=O)=O)cc2)c(OC)c1 | -18 | -0.1 | 1 | -2 | -5 | -3 | -1% | -1.6% | 10
Cc1cc(C)cc(NS(=O)(=O)c2cc3[nH]c(=O)c(=O)[nH]c3cc2C)c1 | 5&-11 | 0.5&0.1 | 0&7 | 6&1 | 6&12 | 4&-1 | -16%&-10% | 5.4%&13% | -4&-1
O=C(CN1CCC(NC(=O)Nc2ccccc2)CC1)Nc1ccccc1F | 0 | 0.0 | 16 | 0 | -8 | 0 | 1% | -0.4% | 2
CC(C)C(=O)N1CCN(c2ccccc2NC(=O)Cc2ccc(Cl)cc2)CC1 | 7 | -0.2 | -5 | -9 | -3 | 0 | -17% | -0.6% | -10
Cc1nc2ccc(NS(=O)(=O)c3ccc(C)c(C)c3)cc2s1 | -11 | 0.6 | 10 | -9 | -3 | 5 | -15% | 0.3% | -2
CCN(CC)c1ccc(C(=O)OCC(=O)Nc2cc(C)on2)cc1 | 3 | 1.6 | -3 | 9 | -10 | 8 | x | 1.8% | 2
C=CCn1cnc2sc(C(=O)Nc3ccccc3OC)c(C)c2c1=O | 8 | 1.2 | 1 | -1 | 1 | 2 | -8% | -1.8% | -2
Cc1ccc(C(=O)Nc2cccc3[nH]c(C(F)(F)F)nc23)cc1 | -10 | 0.8 | -7 | 2 | -22 | 13 | -1% | 0.7% | -3
Cc1ccc(CNS(=O)(=O)NCc2cccs2)cc1 | 6 | -1.1 | 0 | 1 | 6 | 1 | -5% | -1.8% | -3
O=C(NNC(=O)c1ccc[nH]1)c1cccc(C(F)(F)F)c1 | 13 | 0.2 | -2 | 5 | -3 | 0 | -11% | 0.0% | -1
CC(C)CNC(=O)c1cccc(NC(=O)c2ccco2)c1 | 10 | 0.5 | -2 | -2 | -11 | 0 | -9% | 1.8% | 1
CCCCOC(=O)Nc1nnc(CC)s1 | -17 | 0.6 | -5 | 1 | -7 | 1 | -12% | 3.1% | -3
COc1cc(NC(=O)c2cccc([N+](=O)[O-])c2)ccc1NC(=O)c1ccco1 | -6 | -0.9 | -1 | -41 | 3 | 0 | -1% | 0.6% | -3
CN(C)C(/C=C/Nc1cccc([N+](=O)[O-])c1)=C(C#N)C#N | -2 | 0.5 | -1 | 1 | 7 | 0 | -14% | 11% | 7
COc1ccc(S(=O)(=O)N2CCOCC2)c(Cl)c1Cl | -15 | 0.6 | -2 | -3 | 5 | 2 | -5% | 1.7% | 4
COc1ccc(S(=O)(=O)N2CCN(C(=O)CCC3CCCC3)CC2)cc1 | 1 | -1.8 | -8 | -5 | 0 | 2 | -9% | 1.0% | -12
COc1ccccc1NC(=O)c1sc2nc3c(cc2c1N)CN(Cc1ccccc1)CC3 | -10 | -0.5 | 2 | 12 | 0 | 0 | u | 8.5% | 0
NS(=O)(=O)c1ccc(N/N=C/c2ccc(O)c(O)c2O)c([N+](=O)[O-])c1 | 72 | -0.9 | 1 | -7 | u | 2 | 9% | -2.3% | 1
Cc1ccccc1C(=O)c1cccn1CC(=O)NCC1CCCO1 (configuration not stated) | -2 | -0.2 | -6 | -1 | -19 | 1 | -9% | -1.2% | -1
COC(=O)c1c(NC(=O)CC2Nc3cc(C)c(C)cc3NC2=O)sc(C)c1C (configuration not stated) | -15 | 0.9 | -1 | 2 | 1 | 9 | 5% | 0.6% | -8
Cc1cc(C)cc(NC(=O)CN2CCN(c3ccccn3)CC2)c1 | -28 | -0.8 | -3 | 12 | 10 | -2 | -1% | -3.4% | -8
O=C(COC(=O)CNS(=O)(=O)c1ccccc1)Nc1ncc(Cl)cc1Cl | -2 | 0.1 | -25 | -2 | 12 | 0 | x | 0.8% | 3
O=C(COC(=O)c1cccc(OC(F)F)c1)NC(=O)NC1CCCCC1 | -11 | -1.1 | 2 | x | -23 | 43* | x | 2.2% | -3
CC(=O)Nc1ccc(Oc2ccc3nc(C)[nH]c3c2)cc1 | -3 | 0.3 | -4 | 5 | -9 | 1 | -10% | 1.4% | -3
Cc1ccc(C(=O)COC(=O)c2cccc(N3C(=O)c4c(C)nc5ccccc5c4C3=O)c2)cc1C | 6 | 0.4 | 7 | 9 | 6 | 1 | -13% | -1.1% | -4
Cc1cc(-c2ccc(C(C)C)c(S(=O)(=O)NCCN3CCC(C)CC3)c2)on1 | -29 | -0.2 | 25 | 11 | 11 | 44* | u | -3.3% | -6
CC(C)Cc1cc(C(=O)NCc2ccco2)no1 | 7 | -2.0 | -5 | -9 | 9 | 2 | -11% | -0.4% | 3

Source: PubChem BioAssay (National Center for Advancing Translational Sciences (NCATS))
